# EphB4 ephrin blk: EphB4-ephrin-B2 interaction antagonists, primary screen, biochemical, TNYL-RAW peptide probe, fluorescence polarization. Ephrin type-B receptor 4 (Homo sapiens), P54760. EphB4 LBD / TNYL-RAW-Alexa532 peptide. inhibition, % at 7 µM. actives 0.15% (n = 97,000);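 active = inhibition above the screen-wide mean inhibition plus 3 SD, cut at about 15% in these data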;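 also: 0% = DMSO wells and 100% = excess unlabeled TNYL-RAW peptide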
# CYP2C9 activ: human CYP2C9 activators, primary screen, biochemical, luminescence | Cytochrome P450 2C9 (Homo sapiens), P11712 | recombinant CYP2C9, luciferin-H conversion; hits give high values; factor 1 = untreated enzyme, 0 = blocked | AID 1024, 2008 | activation factor at 5 µM | actives 1.4% (n = 96,000);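 active = activation factor of 2 or more for CYP2C9 at a 5 µM dose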;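 also: 0 = sulfaphenazole-blocked wells and 1 = vehicle-only wells; values of inactives mirror those of a sister screen read the other way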
# PLAP activator: PLAP enzyme activators, biochemical, luminescence, HTS. Alkaline phosphatase, placental type (Homo sapiens), P05187. purified PLAP enzyme, luminescent substrate read-out; hits give high values. activation fold at 20 µM. actives 1.2% (n = 96,000). AID 696, 2007; in the data active = activation fold above about 2
# Target sequence (P05187 whole entry, looked up): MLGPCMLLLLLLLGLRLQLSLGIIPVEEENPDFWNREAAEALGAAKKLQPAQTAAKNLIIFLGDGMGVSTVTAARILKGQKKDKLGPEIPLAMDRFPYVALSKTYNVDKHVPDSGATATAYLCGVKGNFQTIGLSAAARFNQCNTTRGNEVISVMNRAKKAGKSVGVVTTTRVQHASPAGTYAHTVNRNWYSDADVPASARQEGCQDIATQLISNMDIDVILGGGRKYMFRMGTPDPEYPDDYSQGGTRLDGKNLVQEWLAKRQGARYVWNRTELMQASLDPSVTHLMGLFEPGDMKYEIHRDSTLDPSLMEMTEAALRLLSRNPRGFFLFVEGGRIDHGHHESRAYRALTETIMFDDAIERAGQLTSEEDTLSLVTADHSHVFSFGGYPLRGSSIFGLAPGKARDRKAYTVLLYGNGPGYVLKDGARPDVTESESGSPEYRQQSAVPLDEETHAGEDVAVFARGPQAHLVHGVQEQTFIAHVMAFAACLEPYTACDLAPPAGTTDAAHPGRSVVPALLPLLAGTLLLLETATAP
# PostGolgi yeast: phenotypic screen on post-Golgi transport, primary screen; actives 0.9% (n = 98,000); inhibition, % at 10 µM; post-Golgi transport phenotypic cell assay; AID 739, 2007; in the data active = inhibition above about 30%;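 also: yeast cells grown in 1536-well plates; yeast grown about 18 h at 30C before absorbance read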
# CYP2C19 inhib: blockers of cytochrome P450 2C19 activity – biochemical, luminescence, ADME assay, primary screen | AID 778, 2007 | actives 21% (n = 96,000) | CYP2C19 Supersomes, luciferin-H EGE luminescence, 30 min | inhibition, % at 5 µM;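 active = CYP2C19 inhibition above a set limit at 5 µM in the primary screen, cut at about 50% in these data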;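 also: plate controls were negative control wells for no effect and 2.5 mM tranylcypromine positive control for full effect; values of inactives mirror those of a sister screen read the other way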
# Target sequence (P33261 whole entry, looked up): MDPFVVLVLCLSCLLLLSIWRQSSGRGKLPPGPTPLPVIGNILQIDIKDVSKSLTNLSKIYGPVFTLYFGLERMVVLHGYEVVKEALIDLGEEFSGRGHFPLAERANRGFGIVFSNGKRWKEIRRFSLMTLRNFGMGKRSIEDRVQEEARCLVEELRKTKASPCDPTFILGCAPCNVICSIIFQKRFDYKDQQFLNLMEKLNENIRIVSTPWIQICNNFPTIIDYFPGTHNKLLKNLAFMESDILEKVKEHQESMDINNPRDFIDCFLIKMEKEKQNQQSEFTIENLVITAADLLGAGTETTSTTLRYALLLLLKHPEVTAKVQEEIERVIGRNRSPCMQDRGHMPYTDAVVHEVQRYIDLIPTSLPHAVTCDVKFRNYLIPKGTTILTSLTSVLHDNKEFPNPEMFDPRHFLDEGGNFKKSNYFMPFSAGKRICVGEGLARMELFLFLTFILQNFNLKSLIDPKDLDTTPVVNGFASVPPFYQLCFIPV
# CYP2C19 act: human CYP2C19 activators, primary screen, biochemical, luminescence | recombinant CYP2C19, luciferin-H EGE luminescence; hits give high values; 0 = fully inhibited enzyme, 1 = untreated enzyme | activation factor at 5 µM | Cytochrome P450 2C19 (Homo sapiens), P33261 | 96,000 tested, under 10 active;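 active = activation factor of at least 2 at 5 µM in the primary screen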;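 also: 0 = wells with 2.5 mM tranylcypromine and 1 = vehicle-only wells; values of inactives mirror those of a sister screen read the other way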
# CYP2C9 inhib: blockers of cytochrome P450 2C9 activity – biochemical, luminescence, ADME assay, primary screen. P11712. CYP2C9 Supersomes, luciferin-H conversion. inhibition, % at 5 µM. actives 20% (n = 96,000);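 active = blocking of liver enzyme CYP2C9 beyond about 50% at 5 µM, limit read from the data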; also: values of inactives mirror those of a sister screen read the other way
# Ecoli WT expand: growth inhibitors of wild-type E. coli, primary screen, strain BW25113, expanded library, OD600; AID 710, 2007; OD600 absorbance; growth inhibition, % at 100 µM; actives 0.15% (n = 98,000);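 active = growth inhibition above about 50% at one test dose, limit read from the data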;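 also: growth measured after 20 h incubation at 37 °C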
# Pyk2 oligo antag: antagonists of Pyk2 self-association, primary screen, Q293 cells, FERM NanoBiT luminescence, HTS | z-score (the deposit names both 25 µM and 10 µM) | hits give low values | AID 1347419, 2020 | Protein-tyrosine kinase 2-beta (Homo sapiens), Q14289 | actives 0.83% (n = 99,000);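 active = Z-score of -3 or lower, scaled per plate to the spread of control and sample wells; inactive = z-score above -3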;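 also: negative z-score means lost luminescence so less FERM oligomerization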
# * = called active by the depositor; . = not tested or not shown. No enrichment for hits; 31% or so of the library scored in one or more.
SMILES,EphB4 ephrin blk,CYP2C9 activ,PLAP activator,PostGolgi yeast,CYP2C19 inhib,CYP2C19 act,CYP2C9 inhib,Ecoli WT expand,Pyk2 oligo antag
COc1ccc(OC)c(NC(=O)CN2C(=O)c3ccccc3S2(=O)=O)c1,.,1,0.9,7,9,0.9,-1,-19,-0.59
CCOc1ccc2nc(NC(=O)C(CCSC)NS(=O)(=O)c3cccs3)sc2c1 (stereo not drawn),-2,0.7,2.4*,0,44,0.6,30,3,-1.3
O=C(OC1CSc2nc3ccccc3n2C1)c1ccco1 (stereo not drawn),.,0.9,0.8,0,13,0.9,8,-12,0.62
Cc1cc(C)nc(NC(=O)/C=C/c2ccc(Cl)cc2Cl)c1,-10,1.4,0.9,12,5,0.9,-36,-1,-0.41
COc1cc2cc(C(c3nnnn3C3CCCCC3)N(C)C3CCCCC3)c(=O)[nH]c2cc1OC (stereo not drawn),.,0.5,1.6,-5,62*,0.4,50*,-8,-0.76
CC(C)(C)c1cc(NC(=O)c2cccnc2)no1,0,0.9,1.1,8,-9,1.1,8,5,0.26
Cc1cc2ncn(/N=C/c3cccnc3)c2cc1C,-1,0.7,1.5,1,15,0.8,30,-1,-0.19
O/N=C/c1cccn1-c1ccc(O)cc1,3,3*,1.1,-3,46,0.5,-199,15,0.89
CC1CCC(=C(C#N)c2nc(-c3cc4ccccc4oc3=O)cs2)CC1 (stereo not drawn),1,0.1,1.2,-4,37,0.6,88*,-19,0.14
O=C(CCn1cccc1)NCc1ccc(Cl)cc1,0,1,1,9,64*,0.4,-4,8,0.49
CC(=O)N(c1ccccc1)c1c(F)c(F)c(F)c(F)c1F,3,0.9,0.9,-4,18,0.8,7,2,2.4
CCn1c2ccccc2c2cc(/C=N/NC(=O)c3ccccc3)ccc21,-8,0.9,1.3,-8,73*,0.3,8,-11,-1.1
CCCCCOC(=O)c1ccc(N2C(=O)C3C4C=CC(C4)C3C2=O)cc1 (stereo not drawn),-2,0.5,1.3,-3,-14,1.1,46,-5,-0.14
CCN1C(=O)c2c(C)nc3ccccc3c2C1=O,2,0.6,1.1,-2,58*,0.4,36,-5,1.4
Cc1cc(C)n(-c2ccc(C(=O)OC(C)C)cc2)n1,-6,0.9,1.1,-6,13,0.9,12,-2,0.31

# 2 of the compounds above, with bars between the fields.
Compound | EphB4 ephrin blk | CYP2C9 activ | PLAP activator | PostGolgi yeast | CYP2C19 inhib | CYP2C19 act | CYP2C9 inhib | Ecoli WT expand | Pyk2 oligo antag
O/N=C/c1cccn1-c1ccc(O)cc1 | 3 | 3* | 1.1 | -3 | 46 | 0.5 | -199 | 15 | 0.89
CC1CCC(=C(C#N)c2nc(-c3cc4ccccc4oc3=O)cs2)CC1 (stereo not drawn) | 1 | 0.1 | 1.2 | -4 | 37 | 0.6 | 88* | -19 | 0.14

# Continuation:
SMILES,EphB4 ephrin blk,CYP2C9 activ,PLAP activator,PostGolgi yeast,CYP2C19 inhib,CYP2C19 act,CYP2C9 inhib,Ecoli WT expand,Pyk2 oligo antag
Cc1ccc(NCN2C(=O)C3CC=C(Cl)CC3C2=O)cc1 (stereo not drawn),-4,1,0.8,-7,-3,1,3,6,-1.6
CCCCCNc1c(C(=O)OCC)c(=O)[nH]c2ccccc12,.,0.8,0.8,3,9,0.9,22,-13,0.05
Cc1ccc2oc(=O)n(CC(=O)O)c2c1,-1,1,1,21,8,0.9,2,-5,.
O=c1cc(N2CCC3(CC2)OCCO3)[nH]c(=O)n1C1CCCCC1,-4,1,1.1,0,7,0.9,4,-6,-0.03
COc1ccccc1NC(=O)c1cc(Cl)ccc1NC(=O)c1ccco1,10,1,1,-4,-9,1.1,1,2,-2.2
Cc1cc(C(=O)NCCN2CCCCC2C)n(-c2ccccc2)n1 (stereo not drawn),3,1,1.1,-6,-15,1.1,-2,4,.
CC(C)(C)C(=O)CSc1nccc(=O)[nH]1,-11,1,1.1,-4,-4,1,0,6,0.02
CC(C)N(Cc1ccccc1)C(=O)c1cnc2n(c1=O)CCS2,-1,0.9,1.2,6,6,0.9,12,1,.
O=C(NNC(=S)NC(=O)c1cccnc1)c1ccc(Cl)cc1,0,0.4,1.9,3,2,1,63*,74*,0.18
CCOc1ccc(S(=O)(=O)NCCC(=O)OCN2C(=O)c3ccccc3C2=O)cc1,1,0.6,1,3,70*,0.3,42,-11,0.48
CC(C)NC(=O)c1sc2nc3c(c(-c4cccs4)c2c1N)CN(C)CC3,-3,0.7,2*,-1,33,0.7,30,2,-0.77
CC1CCC(NC(=O)C2CCC(CNS(=O)(=O)c3cccc4nsnc34)CC2)CC1 (stereo not drawn),-3,0.8,1,-13,22,0.8,20,-6,.
C/C(=C\c1ccccc1)CN1CCN(c2ccccc2F)CC1,-4,0.8,0.8,18,20,0.8,16,8,0.06
CS(=O)(=O)N(CC(=O)Nc1ccc2c(c1)OCO2)Cc1ccccc1,-6,0.5,0.9,3,70*,0.3,48,2,0.62
Cc1ccc(NC(=O)CS(=O)CC(=O)N(CC(=O)NC2CCCC2)c2cc(C)ccc2C)cc1 (stereo not drawn),-5,0.3,1.6,2,35,0.7,71*,11,-0.27
CC1CCN(S(=O)(=O)c2cccc(C(=O)NCc3cccs3)c2)CC1,4,0.7,0.8,22,15,0.9,28,-7,1.4
Cc1c(C#N)c2ccccc2n1CC(=O)O,6,.,.,-4,.,.,.,1,-0.36
O=C(CSc1nnc(Cc2ccccc2)n1-c1ccc(F)cc1)N1CCOCC1,8,1,1.5,1,8,0.9,-3,-2,1.1
CC1=CCC2C(=O)N(c3ccc(C)c(Br)c3)C(=O)C2C1 (stereo not drawn),-1,0.9,1.1,-4,4,1,14,2,.
COC(=O)c1cn(C(=O)c2ccccc2F)nc1N,2,0.9,0.9,1,46,0.5,12,-17,0.34
CCCn1c(=S)[nH]c2cc(C(=O)N3CCCC(C(=O)OCC)C3)ccc2c1=O (stereo not drawn),3,0.7,1.2,0,34,0.7,34,-8,0.25
Cc1ccnc(N/N=C/c2ccco2)n1,-1,1,0.9,-3,-1,1,1,3,0.99
CCOC(=O)c1c(CN2CCCCC2)n(C)c2cc(Br)c(OC)cc12,-2,0.7,1.4,2,12,0.9,34,6,-0.04
CC(C)n1c(SCC(=O)NCc2ccco2)nc2c1c(=O)n(C)c(=O)n2C,2,0.9,1.5,12,4,1,11,-11,-0.01
OC(COc1ccc2ccccc2c1Br)Cn1ccnc1 (stereo not drawn),-3,0,1.1,-5,99*,0,96*,47,1.4
CCOc1ccc(/C(O)=C2/C(=O)C(=O)N(CCOCCO)C2c2cccnc2)cc1 (stereo not drawn),-1,1,0.9,11,5,1,-1,-1,2.2
O=C(Nc1nc(-c2ccccc2)cs1)c1cccc([N+](=O)[O-])c1,3,0.9,1,-4,6,0.9,15,-11,-2.7
Cc1ccoc1C(=O)Nc1ccc(CC(=O)O)cc1,6,1.1,1,-12,15,0.8,-7,-7,0.13
CCC1CCCCN1CCCNC(=O)C1CCN(S(=O)(=O)N2CCCCC2)CC1 (stereo not drawn),-9,1,1,1,-3,1,3,2,0.3
CCCCC(c1nnnn1CS(=O)(=O)c1ccc(C)cc1)N1CCN(c2ccccc2)CC1 (stereo not drawn),11,0.3,1.2,-2,65*,0.4,69*,-5,-0.56

# A stretch of the results above, as a working copy:
SMILES,EphB4 ephrin blk,CYP2C9 activ,PLAP activator,PostGolgi yeast,CYP2C19 inhib,CYP2C19 act,CYP2C9 inhib,Ecoli WT expand,Pyk2 oligo antag
CC1CCN(S(=O)(=O)c2cccc(C(=O)NCc3cccs3)c2)CC1,4,0.7,0.8,22,15,0.9,28,-7,1.4
Cc1c(C#N)c2ccccc2n1CC(=O)O,6,.,.,-4,.,.,.,1,-0.36

# Next part.
SMILES,EphB4 ephrin blk,CYP2C9 activ,PLAP activator,PostGolgi yeast,CYP2C19 inhib,CYP2C19 act,CYP2C9 inhib,Ecoli WT expand,Pyk2 oligo antag
Cn1c(-c2ccccc2)cc2c3no[n+]([O-])c3ccc21,-4,0.7,1,74*,80*,0.2,33,2,-1.1
CCOC(=O)Nc1ccc2c(c1)nc(CN1CCOCC1)n2C,-8,1,1,9,-2,1,4,6,1.2
CCC(NC(=O)c1ccccc1NC(=O)c1ccco1)C(=O)O (stereo not drawn),-7,1,1.2,21,-12,1.1,4,-3,0.46
CCN(CC)C(=O)N1CCN(S(=O)(=O)c2ccc(C)c(C)c2)CC1,-3,2.2*,1.4,-1,98*,0,-123,9,-0.97
CC(Oc1ccc(C(=O)NC2CCCCC2)cc1)C(=O)O (stereo not drawn),-4,1.3,1.1,2,-1,1,-26,1,0.04
COC(=O)c1[nH]c2ccc(C)cc2c1NS(=O)(=O)c1ccc(F)c(C)c1,2,0.5,1,-8,76*,0.2,52*,3,-0.43
Cc1noc(/C=C/c2ccc(-c3ccccc3Cl)o2)c1[N+](=O)[O-],-3,1,1.1,1,-18,1.2,1,-7,-2
c1cncc(-c2nn3c(Cn4cnc5ccccc54)nnc3s2)c1,-2,0.8,1,3,16,0.8,17,8,1.2
Cc1sc2nc3n(c(=O)c2c1C)Cc1ccccc1-3,.,0.9,0.9,.,6,0.9,12,.,.
O=C(c1cn[nH]c1)c1cc(F)ccc1O,-11,1.1,0.9,-4,8,0.9,-7,8,-0.08
C=C(C)COc1ccc(-c2n[nH]c(C)c2-c2ccc(Br)cc2)c(O)c1,-6,0.4,1.2,6,11,0.9,57*,8,-0.67
CC(=O)c1cccc(NC(=O)CN(Cc2ccccc2)S(C)(=O)=O)c1,-7,0.6,1,8,76*,0.2,38,-7,0.56
CC(C)[C@H](NC(=O)c1cccc(S(=O)(=O)N2CCCC2)c1)c1nc2ccccc2[nH]1,3,1,0.9,-3,18,0.8,-3,-3,0.29
O=c1c2cnn(-c3ccccc3)c2ncn1Cc1cccnc1,-3,0.8,0.8,2,40,0.6,20,0,0.79
COc1ccc2nc(NC(=O)CSC3=NCCS3)sc2c1,-1,0.7,1,7,64*,0.4,29,7,-0.32
CN1CCN(Cc2oc(CO)cc(=O)c2O)CC1,4,1.1,1.3,-6,-8,1.1,-11,0,-0.1
COC(=O)c1c(NC(=O)CSc2nc(-c3ccco3)cc(C(F)(F)F)n2)sc2c1CCCC2,5,0.7,1,19,7,0.9,30,-2,0.63
Cc1cccc(C)c1NC(=O)CC(NCc1ccco1)C(=O)O (stereo not drawn),-7,1.1,1.1,1,-11,1.1,-13,7,-0.19
O=[N+]([O-])c1cc(C(F)(F)F)ccc1NCCNC(=S)Nc1ccc(Cl)cc1,-2,0.3,0.7,82*,35,0.6,68*,3,-1.2
Cn1c(=O)c2[nH]c(NCC3CCCO3)nc2n(-c2ccccc2)c1=O (stereo not drawn),4,0.9,1.1,3,-1,1,10,3,-0.09
Cc1ccc(-n2c(-c3ccccc3)cc(=O)nc2C)cc1,6,1.1,1.1,-2,.,.,-8,6,0.48
O=C1CSC(=Nc2cc(Cl)ccc2Cl)N1,3,0.3,1.2,0,13,0.9,72*,-7,-0.37
CC(C)(C)NC(=O)NC(=O)COC(=O)CCCc1c[nH]c2ccccc12,-3,0.8,1.1,-1,39,0.6,21,12,0.24
C/C(NC1CCCC1)=C(/C#N)C(N)=O,1,1.2,1,-7,-6,1.1,-15,-11,1.5
CN1CCN(c2ncnc3c2[nH]c2ccc(F)cc23)CC1,.,0.9,0.9,-2,10,0.9,9,22,0.65
CCc1ccc2[nH]c(=O)c(C(c3nnnn3Cc3ccc(OC)cc3)N3CCOCC3)cc2c1 (stereo not drawn),2,0.5,1.5,-2,15,0.8,48,-4,1.1
N#Cc1c(N)c(C#N)c(-c2ccc(O)cc2)c2c1CCCC2,-2,1.4,1.1,7,37,0.6,-36,10,-1.9

# Source: PubChem BioAssay (several laboratories)
